High-throughput results: PubChem BioAssay, several laboratories
BaF3 parental = parental Ba/F3 cell viability inhibition, counter-screen for JAK2V617F inhibitor project, murine pro-B, CellTiter-Glo luminescence. actives 1.1% (n = 220,000). inhibition, % at 5.6 µM. AID 1486, 2009. CellTiter-Glo ATP luminescence;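 active = inhibition above a per-campaign cutoff, the mean inhibition of all tested compounds plus 3 SD, cut at about 27% in these data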;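 also: 0% = DMSO wells and 100% = JAK Inhibitor I control wells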
Furin inh = human furin inhibitors, primary screen, biochemical, fluorescence intensity | P09958 | purified furin, fluorogenic substrate cleavage | inhibition, % at 30 µM | actives 0.061% (n = 220,000) | AID 463115, 2010; in the data active = inhibition above about 25%; also: inactives centre near -15
Target sequence (P09958 108-714 limits assumed): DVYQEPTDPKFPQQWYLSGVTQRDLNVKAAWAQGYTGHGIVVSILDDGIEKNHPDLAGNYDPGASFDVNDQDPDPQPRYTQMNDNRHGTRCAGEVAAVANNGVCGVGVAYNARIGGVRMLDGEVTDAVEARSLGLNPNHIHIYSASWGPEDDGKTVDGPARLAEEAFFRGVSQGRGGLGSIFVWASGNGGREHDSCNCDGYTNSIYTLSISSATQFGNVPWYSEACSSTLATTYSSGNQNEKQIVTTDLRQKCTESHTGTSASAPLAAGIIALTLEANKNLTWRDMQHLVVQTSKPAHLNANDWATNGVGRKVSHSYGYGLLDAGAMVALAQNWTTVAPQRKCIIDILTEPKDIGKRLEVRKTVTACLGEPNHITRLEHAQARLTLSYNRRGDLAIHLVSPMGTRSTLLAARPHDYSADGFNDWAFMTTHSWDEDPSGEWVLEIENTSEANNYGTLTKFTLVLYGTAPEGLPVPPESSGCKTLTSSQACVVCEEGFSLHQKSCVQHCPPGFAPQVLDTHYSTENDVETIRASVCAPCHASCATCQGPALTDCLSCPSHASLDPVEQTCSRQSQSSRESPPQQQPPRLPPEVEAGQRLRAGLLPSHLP
p97 ATPase inh = inhibitors of human p97 ATPase, primary screen, biochemical. recombinant p97 ATPase, Kinase-Glo ATP luminescence, 3 h. actives 0.42% (n = 220,000). inhibition, % at 8 µM; in the data active = inhibition above about 15%;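 also: 0% = DMSO vehicle and 100% = wells lacking enzyme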
PPC-1+TRAIL kill = compounds killing PPC-1 cancer cells with TRAIL present, primary screen, TRAIL potentiator project, ATPLite luminescence, uHTS; PPC-1 cells + TRAIL, ATPLite viability luminescence; cell killing (% activity), % at 4 µM; AID 1443, 2008; actives 0.41% (n = 220,000);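 active = cell killing above 50% in the first pass at 4 µM, then a duplicate retest at 5 µM averaging 50% or more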;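 also: plate controls were cells with TRAIL plus DMSO for no effect and medium-only wells lacking cells for full effect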
Tb hexokinase = Trypanosoma brucei hexokinase 1 inhibitors, primary screen, biochemical, G6PDH-coupled NADH absorbance, MLSCN library; hexokinase 1 [Trypanosoma brucei]; recombinant TbHK1, G6PDH-coupled NADH A340; inhibition, % at 10 µM; actives 0.11% (n = 220,000); AID 1430, 2008;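 active = inhibition of 50% or more in the single-dose primary screen; inactive = inhibition below 50%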
RBBP9 inhibitor = human RBBP9 inhibitors, primary screen, biochemical, fluorescence polarization, FP-Rh probe, HTS; AID 1515, 2009; actives 0.2% (n = 220,000); Serine hydrolase RBBP9 (Homo sapiens), O75884; inhibition, % at 7.94 µM; recombinant RBBP9;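 active = inhibition above the campaign mean of all tested compounds plus 3 SD, cut at about 14% in these data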;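 also: plate controls were DMSO wells with RBBP9 for no effect and wells lacking RBBP9 protein for full effect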
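Controls: DMSO-treated enzyme wells and wells lacking RBBP9 | Material: RBBP9 protein | Technique: Fluorescence polarization | Replication: Single well per compound, no replicates | Buffer or medium: Tris-NaCl-Pluronic buffer, pH 8.0 | Timing: 30 min compound preincubation, 45 min probe labeling, 25 °C | Read-out basis: Percent inhibition from mP, scaled between DMSO and no-protein wells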
Ba/F3 V617F tox = reduced viability of JAK2V617F-dependent Ba/F3 cells, primary screen, JAK2V617F inhibitor project, cell-based, Ba/F3 EpoR-JAK2V617F, luminescence | actives 1.1% (n = 220,000) | AID 1446, 2008 | inhibition, % at 5.6 µM | ATP luminescence;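 active = inhibition above the campaign mean plus 3 SD over all tested compounds, cut at about 24% in these data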;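 also: cytokine-independent growth of Ba/F3 cells driven by EpoR plus mutant JAK2; 0% = DMSO-treated cells and 100% = JAK inhibitor I control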
EP2 antag = human EP2 receptor antagonists, primary screen, TR-FRET cAMP, C6 glioma cells. Prostaglandin E2 receptor EP2 subtype (Homo sapiens), P43116. C6 glioma cells expressing human EP2; cells stimulated with saturating PGE2. inhibition, % at 25 µM. actives 0.52% (n = 260,000). AID 1422, 2008;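 active = percent inhibition above 40 after rounding to a whole number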;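 also: rat C6 glioma host cells with rolipram phosphodiesterase inhibitor present; the protocol text gives 20 µM as final concentration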
p47phox inh = p47phox/p22phox peptide binding inhibitors, primary screen, biochemical, uHTS, NADPH oxidase regulatory subunit | actives 0.53% (n = 220,000) | inhibition, % at 24.7 µM | fluorescence polarization, 2 h | Neutrophil cytosol factor 1 (Homo sapiens), P14598;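 active = inhibition above about 30%, limit read from the data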;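 also: 0% = p47phox with labelled peptide and 100% = labelled peptide alone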
Target sequence (P14598 whole entry, looked up): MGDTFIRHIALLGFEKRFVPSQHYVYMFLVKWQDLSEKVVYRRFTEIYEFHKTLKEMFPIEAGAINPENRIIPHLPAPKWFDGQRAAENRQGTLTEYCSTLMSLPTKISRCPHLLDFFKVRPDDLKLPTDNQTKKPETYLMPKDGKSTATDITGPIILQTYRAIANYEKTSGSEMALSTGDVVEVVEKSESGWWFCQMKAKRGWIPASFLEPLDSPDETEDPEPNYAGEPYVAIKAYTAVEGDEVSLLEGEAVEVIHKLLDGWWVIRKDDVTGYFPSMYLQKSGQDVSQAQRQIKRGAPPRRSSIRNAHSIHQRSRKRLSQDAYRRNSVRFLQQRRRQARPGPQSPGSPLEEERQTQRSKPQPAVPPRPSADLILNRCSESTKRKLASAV
Active calls of the source: *; . = no result given; & = joins results of further samples; [ ] = remark or other dose. Not all compounds are listed; the hit share may differ from the screen's.

SMILES	BaF3 parental	Furin inh	p97 ATPase inh	PPC-1+TRAIL kill	Tb hexokinase	RBBP9 inhibitor	Ba/F3 V617F tox	EP2 antag	p47phox inh
CCOC(=O)N1CCC(N2Cc3cccc(C(=O)NCc4ccc(OC)cc4)c3C2=O)CC1	6	-17	-2	19	-3	-4	1	6	-16
O=C1OCCN/C1=C\C(=O)c1ccccc1	3	-22	3	14	-16	-1	-1	7	-1
COc1cccc(CNCc2cccnc2)c1OCc1ccccc1	-2	-20	1	6	-4	6	-3	16	-3
COc1cc(/C=C/C(=O)NCC(=O)N2CCC(N(C)CCN3CCOCC3)CC2)ccc1OC(C)C	0	-7	1	16	-14	-10	-2	6	5
CC[C@H](C)[C@H](NC(N)=O)C(=O)Nc1ccc(OC)c(Cl)c1	7	-23	0	13	3	-4	0	7	-9
Cc1cc(C)cc(N(CCC(=O)O)S(=O)(=O)c2ccc(Cl)cc2)c1	2	-9	-8	13	-2	-5	5	7	-6
CCCN(Cc1ccccc1)C(=S)Nc1ccc(SC(F)F)cc1	9	-6	-2	14	6	-1	1	2	-10
Cc1ccc(-c2nc(-c3ccccn3)no2)cc1Cl	3	-27	-16	88*[5 µM]	-1	8	4	.	0
CCOC(=O)CCc1c(C)c2c(C)nn(-c3ccccc3)c2[nH]c1=O	0	-20	-5	.	-6	-4	-2	11	-9
CN(C)c1cc[n+](CC(=O)Nc2c(Cl)cc(Cl)cc2Cl)cc1	8	-41	5	2	0	-5	-2	7	-4
COc1cccc(/C=N/NC(=O)CCc2ccccc2)c1	4	-17[20 µM]	-3	11	-3	-7	-3	7	-8
Nc1nc(SCC(=O)Nc2ccc(Cl)cc2)[nH]c(=O)c1-c1ccccc1	8	-36	7	7	0	-1	2	1	-14
O=C(NCC1CCCO1)c1ccccc1S(=O)(=O)c1ccc([N+](=O)[O-])cc1 (stereo unspecified)	0	-14	6	8	2	-8	-3	5	1
COc1ccc(NC(=O)NN2CCOCC2)cc1OC	6	-22	2	34	0	0	0	2	2
COC(=O)CSCC(=O)Nc1nnc(-c2ccccc2C)s1	6	-13	0	-4	-10	-4	4	6	-5
Cc1ccc(C)n1-c1ccc(N2CCOCC2)c(Br)c1	5	-23[20 µM]	0	-13	-3	7	1	7	-11
O=C(CSc1nc2ccccc2c(=O)n1CCC(=O)N1CCN(c2ccccc2)CC1)NCC1CCCO1 (stereo unspecified)	13	-27	-4	-6	-10	0	5	11	-5
COc1ccc(C(=O)Cc2ccc(F)cc2)c(OC)c1	0	-6	2	8	-1	-4	1	6	-9
COc1ccc(CCNC(=O)/C=C/C(=O)O)cc1OC	8	-18	9	-4	-3	-2	-3	1	-39
COc1ccccc1NC(=O)Cc1noc(CSc2cc(C)c3ccccc3n2)n1	2	-21[20 µM]	1	-5	1	-9	-2	4	-48
Cc1cccc(-n2c(SCC(=O)Nc3ncc(Cl)cc3Cl)nc3ccccc32)c1	7	-21	-1	-1	11	-5	2	1	-46
COc1ccccc1-n1cnnc1SCC(=O)N1CC(=O)Nc2ccccc21	-2	-15[20 µM]	1	17	1	-1	-1	15	0
CC(C)[N+]1(C)[C@@H]2CC[C@H]1CC(OC(=O)C(CO)c1ccccc1)C2 (stereo partly specified)	5	-20	4	10	-3	-4	1	20	1
O=C(Nc1nnc(COc2ccc(Cl)cc2)s1)C1CCCO1 (stereo unspecified)	-3	-9[20 µM]	-4	1	3	3	3	.	-9
COc1ccc2c(c1)c(=O)oc1cc(OCC(=O)N3CCc4ccccc4C3)ccc12	4	-25[20 µM]	-5	14	0	13	-2	4	-10
Carrying on.
SMILES	BaF3 parental	Furin inh	p97 ATPase inh	PPC-1+TRAIL kill	Tb hexokinase	RBBP9 inhibitor	Ba/F3 V617F tox	EP2 antag	p47phox inh
Cc1cc(C2=NNC(=NC3CC3)SC2)c(C)n1-c1ccccc1	3	-16	2	6	-15	58*	-2	4	-9
COc1ccc(CNc2ccc3c(c2)ncn3-c2ccccc2OC)cc1	0	-13[20 µM]	1	1	4	-5	-3	13	-4
O=C(COC(=O)C1CCCN1C(=O)c1cccs1)c1ccccc1 (stereo unspecified)	3	-10	5	20	2	-1	-3	11	-2
CC(C)N1C(=O)CCC1C(=O)NC1CCCC1 (stereo unspecified)	10	-16	3	-18	-7	0	-5	0	-7
CC(NS(=O)(=O)c1ccc(Cl)cc1)C(=O)NCCC1=CCCCC1 (stereo unspecified)	3	-22	-3	16	-11	-10	1	2	-6
Brc1ccc(-c2nnc(-c3ccccc3)c(N3CCSCC3)n2)cc1	6	-3[20 µM]	2	-16	-2	-5	3	5	-129
COc1ccc(C2Nc3ccccc3C(=O)N2O)cc1CN1CCOCC1 (stereo unspecified)	0	-13	4	5	-12	7	-2	3	3
Cc1ccc(C(C(=O)NC(C)(C)C)N(Cc2cccnc2)C(=O)C(=O)NC2CCCCC2)o1 (stereo unspecified)	6	-17	-2	15	5	-7	1	4	-7
CCc1nnc(NC(=O)c2ccc(-c3ccc(F)cc3)o2)s1	-3	-7	5	-10	-27	-8	-3	9	-3
O=C(Nc1ccc(F)cc1)c1nsc(Cl)c1Cl	3	-21[20 µM]	-4	8	1	-1	1	9	-6
Cc1ccc(-n2c(Cc3cccs3)nnc2SCC(=O)Nc2ccc(S(N)(=O)=O)cc2)cc1	2	-6	1	-3	32	-11	-1	6	-9
CCN(CC)S(=O)(=O)c1cccc(-c2nnc(-c3ccc(C)cc3)o2)c1	1	-10[20 µM]	4	7	4	1	-5	6	0
O=C(Nc1ccc2c(c1)OCCO2)C1CCN(C(=O)c2ccc(Br)cc2)CC1	5	-29[20 µM]	1	24	-1	6	-1	12	-6
O=C(NCc1ccco1)c1cccc(S(=O)(=O)N2CCCCC2)c1	-3	-12[20 µM]	3	14	0	2	-6	9	-8
O=C(O)COc1ccc2c(c1)OCCO2	0	-35	0	8	-2	-4	-1	10	-6
Cc1ccccc1NCc1ccc(O)c2ncccc12	-1	1[20 µM]	4	1	4	3	-3	14&13	7
Cc1ccc(C(=O)n2ncn(C)c2=S)cc1	12	-17	-3	6	1	2	6	4	-4
Cc1ccc(Cn2ccsc2=NC(=O)CCl)cc1	4	-31	8	91*[5 µM]	-1	-4	69*	3	-7
COc1ccc(-c2cc(C(=O)n3cnc4ccccc43)c3ccccc3n2)cc1	5	0[20 µM]	-8	36[5 µM]	-30	-15	3	14	-6
O=[N+]([O-])c1cc(S(=O)(=O)Nc2ccccc2)ccc1NCc1cccnc1	13	-9	-1	20	-1	-9	5	10	-5
Cc1cc(C)c(OCC(=O)Nc2cc(C(=O)O)cc(C(=O)O)c2)cc1C	0	-29	3	-4	2	3	-2	1	-3
COc1cc(C2C(C#N)=C(N)N(c3ccc(F)cc3)C3=C2S(=O)(=O)CC3)ccc1O (stereo unspecified)	7	-13	-1	4	-4	-2	6	1	-15
COc1ccc(/C=C(/C#N)C(=O)Nc2cccnc2)cc1OC	6	-13	2	24	-41	-10	2	12	-8
CCOC(=O)Cn1c(=O)sc2ccccc21	4	-3	-6	-2	5	2	5	6	-4
COC(=O)c1ccc2c(c1)N(Cc1ccccc1F)C(=O)c1ccccc1S2=O (stereo unspecified)	4	-20	-2	24	6	-6	0	10	1
(next part)
SMILES	BaF3 parental	Furin inh	p97 ATPase inh	PPC-1+TRAIL kill	Tb hexokinase	RBBP9 inhibitor	Ba/F3 V617F tox	EP2 antag	p47phox inh
CC1=C(C)C(C)=C(C#N)C(=C(C#N)C#N)N1	-2	-4	6	-9	-17	5	0	8	-12
O=C(COc1ccc(C(=O)c2ccccc2)cc1)NCC1CCCCC1	4	-20	4	5	-2	4	-2	11	-15
COc1ccc([N+](=O)[O-])cc1NC(=O)c1ccccc1N(C)S(C)(=O)=O	5	-15	3	8	-16	2	-4	1	-7
NS(=O)(=O)c1ccc(NC(=S)NC(=O)c2cccc(Br)c2)cc1	7	-9	0	-3	12	-19	3	9	-4
O=C(c1ccccc1C(=O)N(c1ccccc1)c1ccccc1)N1CCCCC1	7	-11	-2	15	-1	-5	4	16	9
N=C(N)c1ccc(Cl)cc1	4	-22	4	25	-6	-5	3	9	-8
CCN(CC)S(=O)(=O)c1cc(F)ccc1OC	1	-15[20 µM]	-3	8	-8	-5	-1	15	-4
COc1ccc(OC)c(C(O)c2coc3ccc(O)c(CN(C)C)c23)c1 (stereo unspecified)	0	-16[20 µM]	-1	11	8	-10	-1	5	-9
O=C(COc1cccnc1[N+](=O)[O-])Nc1ccc(Cl)c(S(=O)(=O)N2CCOCC2)c1	-1	-19	2	18	-10	-6	4	12	-4
CCO[C@H]1OC(C(=O)N2CCN(Cc3ccc4c(c3)OCO4)CC2)=C[C@@H](c2ccc(Br)cc2)[C@@H]1CCCO	1	-23	3	2	-11	-1	0	8	2
O=C(CCCn1c(=S)[nH]c2cc3c(cc2c1=O)OCO3)N1CCc2ccccc2C1	0	-23	-1	8	-4	-3	-3	3	-18
CCN(CC)C(=O)c1sc(NC(=O)c2cccc([N+](=O)[O-])c2)c(C#N)c1C	5	-24	1	8	-2	0	1	8	-16
COc1ccc(CCCc2nnc(SCC(=O)Nc3ccccc3F)o2)cc1	3	-15	-1	12	-1	-7	0	6	-1
CCC(C(=O)O)N1C(=O)c2ccccc2C1=O (stereo unspecified)	-2	-19[20 µM]	1	-14	0	-6	-1	13	-4
CC(=O)C1C(c2cccc(F)c2)NC(=O)NC1(O)C(F)(F)F (stereo unspecified)	5	-1	4	-2	4	-2	-2	.	-7
O=C(CSc1nc2ccccc2s1)N1CCCCC1	3	-10[20 µM]	-1	0	-4	-6	0	5	-7
Cn1c(=O)oc2cc(S(=O)(=O)NCCC(=O)NC3CCCc4ccccc43)ccc21 (stereo unspecified)	4	-18	6	-8	10	-1	-2	7	-2
CS(=O)(=O)c1ccc(Cl)c(NC(=O)c2ccc3ccccc3c2)c1	7	-18	1	10	4	-7	-1	7	-4
O=C(CN(c1ccc(F)cc1)S(=O)(=O)c1ccc2c(c1)OCCO2)Nc1ccccc1	3	-15[20 µM]	-1	-7	0	-6	-1	-1	6
COc1ccc(CNC(=O)CSc2nnc(C(F)(F)F)n2C)cc1	1	-37	4	-6	4	-5	-2	4	-13
COc1cccc(OC)c1C(=O)N1CCN(Cc2ccncc2)CC1	7	-19[20 µM]	-6	20	1	-3	5	10	-5

Some of the entries so far, with two lines to a compound.
Each structure is followed by: BaF3 parental	Furin inh	p97 ATPase inh	PPC-1+TRAIL kill	Tb hexokinase	RBBP9 inhibitor	Ba/F3 V617F tox	EP2 antag	p47phox inh
CCc1nnc(NC(=O)c2ccc(-c3ccc(F)cc3)o2)s1
    -3	-7	5	-10	-27	-8	-3	9	-3
O=C(Nc1ccc(F)cc1)c1nsc(Cl)c1Cl
    3	-21[20 µM]	-4	8	1	-1	1	9	-6
Cc1ccc(-n2c(Cc3cccs3)nnc2SCC(=O)Nc2ccc(S(N)(=O)=O)cc2)cc1
    2	-6	1	-3	32	-11	-1	6	-9
CCN(CC)S(=O)(=O)c1cccc(-c2nnc(-c3ccc(C)cc3)o2)c1
    1	-10[20 µM]	4	7	4	1	-5	6	0
